Source: PubChem (several laboratories)
RBBP9 inhibitor – blocks human serine hydrolase RBBP9; O75884; recombinant RBBP9, FP-Rh probe fluorescence polarization; inhibition, % at 7.94 µM; 0.2% of 220,000 active; AID 1515;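 active = inhibition above the campaign mean of all tested compounds plus 3 SD, cut at about 14% in these data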;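 note: plate controls were DMSO wells with RBBP9 for no effect and wells lacking RBBP9 protein for full effect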
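Controls: DMSO-treated enzyme wells and wells lacking RBBP9 | Material: RBBP9 protein | Technique: Fluorescence polarization | Replication: Single well per compound, no replicates | Buffer or medium: Tris-NaCl-Pluronic buffer, pH 8.0 | Timing: 30 min compound preincubation, 45 min probe labeling, 25 °C | Read-out basis: Percent inhibition from mP, scaled between DMSO and no-protein wells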
Runt-SMMHC FRET – inhibitors of human RUNX1 Runt domain binding to CBFb-SMMHC; inhibition, % at 20 µM; Cerulean-Runt/Venus-CBFb-SMMHC FRET ratio 530/480, 1 h; 0.74% of 220,000 active;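 active = mean inhibition across duplicate retests at 20 µM reaching about 50%, limit read from the data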;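 note: 0% = DMSO wells and 100% = wells with excess untagged CBFb-SMMHC; inhibitors lower the FRET ratio by blocking Runt binding to CBFb-SMMHC; some results filed as inactive read as strong as hits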
Target sequence (Q01196 whole entry, looked up, the tested form may be a part): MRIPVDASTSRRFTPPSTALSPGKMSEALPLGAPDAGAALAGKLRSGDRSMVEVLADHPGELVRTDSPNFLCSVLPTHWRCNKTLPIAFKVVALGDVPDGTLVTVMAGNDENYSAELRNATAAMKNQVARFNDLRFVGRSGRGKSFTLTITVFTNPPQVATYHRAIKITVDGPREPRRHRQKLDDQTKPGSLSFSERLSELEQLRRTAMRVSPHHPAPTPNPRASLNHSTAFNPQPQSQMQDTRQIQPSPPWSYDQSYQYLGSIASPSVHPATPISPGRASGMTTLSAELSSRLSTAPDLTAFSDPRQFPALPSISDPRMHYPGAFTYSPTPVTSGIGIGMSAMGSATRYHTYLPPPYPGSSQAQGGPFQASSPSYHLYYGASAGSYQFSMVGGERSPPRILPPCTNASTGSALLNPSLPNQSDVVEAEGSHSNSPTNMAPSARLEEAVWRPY
Target sequence (Q13951 whole entry, looked up, the tested form may be a part): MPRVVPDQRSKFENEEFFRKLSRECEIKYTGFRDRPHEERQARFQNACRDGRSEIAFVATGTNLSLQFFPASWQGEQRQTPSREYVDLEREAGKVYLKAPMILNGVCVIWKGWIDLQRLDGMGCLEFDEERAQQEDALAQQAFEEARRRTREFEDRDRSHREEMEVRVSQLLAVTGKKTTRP
PERK inh – inhibitors of human PERK kinase; Q9NZJ5; CHO PERK-DD fusion, SEAP luminescence translation reporter; inhibition, % at 5.6 µM; 0.17% of 220,000 active; AID 1416;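 active = inhibition above the mean inhibition of all tested compounds plus 3 SD, set separately per screening campaign, cut at about 2.9% in these data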;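 note: PERK kinase domain activated by AP20187 dimerizer at 100 nM; 0% = DMSO with dimerizer and 100% = rapamycin at 8.4 µM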
PGE2 EP2 inh – inhibitors of human EP2 prostaglandin E2 receptor | P43116 | C6 glioma cells expressing human EP2, cAMP TR-FRET; cells stimulated with saturating PGE2 | inhibition, % at 25 µM | 0.52% of 260,000 active | AID 1422;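 active = percent inhibition above 40 after rounding to a whole number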;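 note: rat C6 glioma host cells with rolipram phosphodiesterase inhibitor present; the protocol text gives 20 µM as final concentration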
Target sequence (P43116 whole entry, looked up): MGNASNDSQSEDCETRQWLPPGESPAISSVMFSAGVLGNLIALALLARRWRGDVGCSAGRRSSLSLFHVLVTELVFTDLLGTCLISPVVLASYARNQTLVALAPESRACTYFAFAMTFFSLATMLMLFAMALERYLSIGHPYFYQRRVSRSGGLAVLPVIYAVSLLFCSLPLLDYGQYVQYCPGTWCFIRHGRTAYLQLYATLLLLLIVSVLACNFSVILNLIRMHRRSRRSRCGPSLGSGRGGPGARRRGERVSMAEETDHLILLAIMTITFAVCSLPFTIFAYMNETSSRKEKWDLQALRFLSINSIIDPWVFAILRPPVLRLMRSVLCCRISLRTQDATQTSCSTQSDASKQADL
zVAD death inh – blocks zVAD induced death of L929 cells | viability rescue, % at 10 µM | 0.38% of 220,000 active | L929 zVAD necroptosis rescue, ATP luminescence, 24 h; with zVAD 60 µM;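 active = activation, scaled between plate controls, above about 75%, limit read from the data; inactive = activation under that limit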;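 note: 0% = zVAD with DMSO and 100% = DMSO alone without zVAD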
TNF necrop inh – TNF-alpha cell death inhibition in Jurkat FADD-/- cells; 0.068% of 220,000 active; Jurkat FADD-/- TNF necroptosis rescue, ATP luminescence, 24 h; 0 = TNF only, 100 = no-TNF cells; activation (protection from cell death), % at 10 µM; AID 463075;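 active = activation, meaning protection from cell death, of at least 50% relative to plate controls; inactive = activation below 50%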;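 note: necroptosis triggered by 40 ng/mL TNF-alpha added together with compound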
EP2 mod – EP2 receptor (human) modulation. P43116. EP2-expressing cells, cAMP HTRF FRET, PGE2 co-stimulation. induction, % at 25 µM. 0.83% of 260,000 active. AID 940;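 active = compounds whose cAMP rise, as percent of the full-agonist control response, exceeds 60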;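 note: rat C6 glioma line stably carrying human EP2 under a CMV promoter; the protocol text gives 20 µM as final concentration; 100% = response of wells given 1 µM PGE2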
Hck Nef HTS – inhibitors of human Hck kinase activated by Nef | Recombinant Hck-YEEI plus Nef, Z-Lyte FRET kinase assay | inhibition, % at 20 µM | 0.68% of 220,000 active | AID 463187;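 active = Hck-Nef kinase inhibition above about 50%, limit read from the data; inactive = inhibition below that limit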;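 note: 0% = DMSO with Hck plus Nef and 100% = Hck alone without Nef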
Runt-CBFb FRET – Runt domain-CBFb interaction inhibition; Cerulean-Runt/Venus-CBFb FRET ratio 530/480, 1 h; 0.46% of 220,000 active; Q01196+Q13951; inhibition, % at 20 µM;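 active = inhibition over about 50% at 20 µM in the single-dose screen, limit read from the data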;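 note: 0% = DMSO wells and 100% = excess unlabeled CBFb competitor control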
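Assay system: Cerulean-Runt domain / Medium: Tris 50 mM pH 7.5, KCl, K2SO4, 0.01% BSA / Timing: protein complex preformed 1 h, compound exposure 1 h, room temperature, dark / Measured by: FRET, excitation 422 nm, emission at 530 and 480 nm / Evaluation: loss of energy transfer signal / Control set: 5 µM unlabeled CBFb as full-inhibition high control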
Active calls of the source: *; . = not tested or not shown; & = joins results of further samples. These rows are one share of the data. The share of hits here may be higher or lower than overall.

item | Structure | RBBP9 inhibitor | Runt-SMMHC FRET | PERK inh | PGE2 EP2 inh | zVAD death inh | TNF necrop inh | EP2 mod | Hck Nef HTS | Runt-CBFb FRET
1 | Cc1nc2cc(NC(=O)COc3ccc(C#N)cc3)ccc2n1-c1ccccc1 | -4 | 1 | -0.9 | 12 | 5.5 | 1.4 | 0 | 3 | -2
2 | Fc1ccc(-c2nc3nc4ccccc4nc3n2Cc2ccco2)cc1 | -16 | 18 | 0.5 | 8 | -0.4 | -1.3 | 32 | 0 | 28
3 | OC1(c2cccs2)CN(c2ccc(Br)cc2)C2=[N+]1CCCS2 (stereo not given) | 5 | 3 | -0.2 | 6 | -0.6 | 1.7 | 9 | 23 | 1
4 | CC1(C)CC(=O)C2=C(C1)N1CCCCC1CC2=O (stereo not given) | -2 | -9 | 0.5 | 7 | 0.8 | 0.4 | 25 | 2 | -1
5 | COCCCNC(=O)C1CCN(c2ncccn2)CC1 | -12 | -2 | 0.9 | 5 | -0.5 | -0.1 | 7 | 2 | 1
6 | O=C(NCCCO)c1ccc(CSc2nc3ccccc3[nH]2)cc1 | -7 | -3 | 0.4 | 4 | 0.5 | 0.4 | -25 | 1 | -1
7 | COc1ccc(-c2cc(C(F)(F)F)c3c(n2)sc2c(O)cc(=O)[nH]c23)c(OC)c1 | -2 | -115 | 0.8 | 6&8 | 0.0 | 1.3 | -15&-11 | -4 | -12
8 | COc1ccc(C2NCCc3sccc32)cc1 (stereo not given) | -9 | 1 | -0.1 | 3 | -1.2 | 2.2 | -29 | 18 | 0
9 | CC(C)c1ccc2c(c1)C(c1cccs1)=NNC(c1ccncc1)=N2 | -6 | 2 | -0.8 | 5 | 1.0 | -3.5 | 37 | 5 | -6
10 | Cc1ccc(CN2CCNC2=O)cc1 | -13 | -1 | 0.3 | 3 | 0.5 | 1.0 | 12 | 0 | 2
11 | COc1cccc(CNC(=O)Cc2nc3nc(C)cc(C)n3n2)c1 | -7 | 1 | 0.0 | 9 | -0.3 | 1.8 | 12 | 1 | -2
12 | COc1ccc(C(=O)c2oc3ccccc3c2N)cc1 | 2 | 1 | 0.9 | 4 | 1.9 | -1.1 | 10 | 11 | 0
13 | O=C(O)c1cc(-c2cccs2)[nH]n1 | -6 | 1 | -0.2 | 6 | -0.5 | -0.4 | -8 | 12 | 1
14 | N#CCCn1cc(C(CC(=O)c2ccc(Br)cc2)C(=O)O)c2ccccc21 (stereo not given) | -2 | 0 | 1.1 | 14 | 0.9 | 0.0 | -4 | 2 | 5
15 | CN(C)CCNc1nc2c(c(=O)[nH]c(=O)n2C)n1CC(O)COc1ccc(Cl)cc1Cl (stereo not given) | -4 | 0 | 0.2 | 17 | -0.3 | -0.7 | -7 | -1 | 0
16 | Cc1ccc(CNc2ccc(S(=O)(=O)N3CCOCC3)cc2[N+](=O)[O-])cc1 | -6 | -2 | 0.7 | 8 | 1.4 | 1.2 | 8 | 4 | -3
17 | Cc1ccc(C(=O)N2CCN(Cc3ccc4c(c3)OCO4)CC2)o1 | -2 | 3 | 0.0 | 9 | -0.1 | -0.3 | -36 | -1 | .
18 | Cc1cccc2cc(CN(Cc3ccc(F)cc3)C(=O)N3CCOCC3)c3nnnn3c12 | 8 | -2 | 0.7 | 8 | 0.1 | -4.1 | 0 | -1 | -4
19 | COCCn1c(=NC(=O)C2COc3ccccc3O2)sc2cc(S(N)(=O)=O)ccc21 (stereo not given) | -9 | 4 | -1.0 | 58* | 0.5 | 2.2 | -51 | -19 | -3
20 | O=C1C=C(NCc2ccc(Cl)c(Cl)c2)C2(CCCCC2)O1 | -10 | 5 | 0.0 | 18 | 0.3 | -1.3 | -3 | 1 | 0
21 | CCc1ccc(NC(=O)c2ccc3c(c2)C(=O)N(Cc2ccco2)C3=O)cc1 | -9 | 24 | 0.1 | 16 | -0.5 | 1.5 | 10 | 4 | 33
22 | Cc1cccn2c(=O)c(/C=C(\C#N)C(=O)NCc3ccco3)c(N3CCCC(C)C3)nc12 (stereo not given) | -5 | . | -0.1 | 3 | 2.1 | 1.7 | 7 | 3 | 98*
23 | CCCCN(CC)CCNC(=O)Cn1cnc2sc(C)c(S(=O)(=O)N3CCOCC3)c2c1=O | -18 | 1 | 0.2 | 4 | -0.2 | -1.5 | 19 | 0 | -2
24 | Cc1ccsc1-c1nc(CSCC(=O)NCCN2CCCC2)c(C)o1 | -1 | 2 | -0.5 | 5 | -0.2 | -0.8 | -11 | 3 | 0
25 | CC1CCCC/C1=N\NS(=O)(=O)c1ccc(Br)cc1 (stereo not given) | 2 | -37 | 0.9 | 16 | 0.0 | -0.1 | -6 | 3 | -1
26 | CCSC1=NC(C)(C)C=C(C)N1 | 0 | 4 | 0.8 | 9 | 0.3 | -1.7 | 13 | -1 | 0
27 | C=CCC1(CC=C)CCCN1C(=O)CC1C(=O)NCCN1Cc1ccccc1OC (stereo not given) | 7 | . | 0.7 | 18 | 1.4 | 0.5 | 42 | 17 | .
28 | CC1(C)CCCC2=C1CC1C(=O)N(O)C(=O)C1C2 (stereo not given) | 2 | 0 | 0.1 | 3 | 0.0 | 1.4 | 57 | 0 | 0
29 | O=C(OCCCN1CCCCC1)c1ccc(O)cc1 | 2 | 3 | 1.0 | 12 | -0.3 | -3.4 | 21 | 0 | -1
30 | CCc1cc(C(=O)Cc2ccc(F)cc2)c(O)cc1O | -7 | -4 | 0.7 | 11 | 1.0 | 0.7 | 36 | 3 | 0

More entries:
item | Structure | RBBP9 inhibitor | Runt-SMMHC FRET | PERK inh | PGE2 EP2 inh | zVAD death inh | TNF necrop inh | EP2 mod | Hck Nef HTS | Runt-CBFb FRET
31 | O=C(O)CCCC(=O)Nc1ccccc1Br | -3 | -4 | -0.4 | 10 | -0.1 | -0.1 | 32 | 1 | 0
32 | CCn1ncc(/C=N/NC(=O)c2ccc3c(c2)OCO3)c1C | -4 | 74 | 0.5 | 19 | 0.9 | -13 | -20 | -3 | 1
33 | CS(=O)(=O)N(Cc1ccc(Cl)cc1)c1ccc(C(=O)NCCSCc2ccco2)cc1 | -3 | -1 | -2.3 | 10 | 1.3 | -5.6 | -23 | -1 | 1
34 | C=CCNC(=O)/C(=C/c1ccco1)NC(=O)c1ccc(Br)o1 | -9 | -4 | -0.1 | 10 | -0.4 | -3.4 | 34 | -1 | 1
35 | CCCCn1c(Cc2ccccc2)nnc1SCC(=O)N1CCOCC1 | -2 | -2 | 0.5 | 7 | -0.1 | 0.6 | 11 | -7 | 1
36 | Nn1c(Cc2cccc3ccccc23)nnc1SCC(=O)N1CC(=O)Nc2ccccc21 | 15* | 2 | 0.2 | 9 | -0.5 | -2.2 | -4 | 2 | 2
37 | CN(C)C(=S)c1ccccc1 | -9 | -5 | 0.1 | 15 | 0.7 | 5.3 | 3 | -5 | 16
38 | CCCCSCCCNC(=O)Nc1ccc(CC)cc1 | -5 | 1 | 0.8 | 7 | 2.6 | -1.1 | -26 | -1 | -2
39 | Cc1ccnc(Nc2nc3ccccc3s2)n1 | -1 | -5 | 0.1 | 7 | 1.9 | 0.4 | -38 | 19 | 0
40 | Cc1cc(C)cc(OCC(=O)Nc2ccccc2C(=O)NCc2ccco2)c1 | 4 | 5 | -0.2 | 10 | 0.5 | 2.2 | 6 | 6 | -2
41 | CCOc1ccc(S(=O)(=O)N(CC(=O)Nc2cc(C)on2)Cc2ccccc2Cl)cc1 | -11 | -1 | -1.9 | 1 | 0.7 | -1.0 | 27 | -2 | 0
42 | Cc1nc(N2CCN(c3ccccn3)CC2)c2c(C)c(C(=O)Nc3ccc(F)cc3)sc2n1 | -11 | 0 | -0.5 | 7 | 2.2 | 2.0 | -52 | 21 | -3
43 | C=C(C)CN(CC)Cc1c(C(=O)N(C)CCCC)nc2ccccn12 | -8 | -3 | -0.3 | 12 | -1.2 | -0.5 | 21 | 25 | -1
44 | Cc1ccc(-c2nn(-c3ccccc3)cc2CN(C)C(=O)CCC(=O)O)cc1C | -3 | 4 | 0.4 | 8 | 4.4 | 1.8 | 21 | 26 | -1
45 | COc1ccc(N2CCN(C(=O)Nc3ccc(S(=O)(=O)N(C)C)cc3)CC2)cc1 | 1 | 4 | 0.8 | 12 | 0.8 | -2.2 | 16 | 2 | -1
46 | CN1CCCN(S(=O)(=O)c2ccc3c(c2)OCCO3)CC1 | -4 | -1 | 0.3 | 2 | 0.0 | -0.6 | 34 | -1 | 2
47 | N#Cc1c2n(c3c(=O)n(Cc4ccccc4Cl)cnc13)CCCCC2 | -4 | -1 | -1.2 | 10 | -0.5 | -2.2 | 24 | 0 | -3
48 | Cc1csc(NC(=O)c2cccs2)n1 | 8 | -4 | 0.6 | 11 | -0.5 | -0.2 | 2 | -8 | 3
49 | Cc1[nH]c2ccccc2c1C(c1ccncc1)N1CCN(c2ccc(F)cc2)CC1 (stereo not given) | -11 | 1 | 0.1 | 4 | 1.8 | 8.1 | -62 | 1 | -1
50 | O=C(CSc1nnc2ccccn12)NC(=O)NC1CCCCC1 | 2 | 0 | 0.8 | 11 | 2.6 | -1.4 | -6 | 2 | 2
51 | CCOCCCNC(=O)c1cc2sc(Cl)cc2n1CC | 1 | 6 | 0.6 | 5 | 0.1 | -0.2 | -60 | -1 | -1
52 | C/C=C(\C)C(=O)NCCN1C2=NC[C@H](C(C)C)N2C[C@@H]1Cc1ccc(OC)cc1 | 3 | -4 | 1.0 | 0 | -0.6 | 0.5 | 24 | 7 | 2
53 | CCOP(=O)(OCC)c1nc(-c2cccc3ccccc23)oc1N1CCOCC1 | 8 | 11 | 0.1 | 3 | 0.9 | 2.2 | 14 | 18 | 1
54 | Cc1ccc(N2C(=O)C3C4C=CC(CNC(=S)Nc5cccc(Cl)c5)(O4)C3C2=O)cc1 (stereo not given) | -9 | 18 | -0.7 | 8 | -0.6 | -0.8 | -87 | 5 | 28
55 | COc1cc(Cl)ccc1NC(=S)N(CCN(C)C)C(C)c1ccncc1 (stereo not given) | -5 | 3 | -0.5 | 1 | -0.6 | 1.0 | 6 | 15 | 2
56 | COc1cc(NC(=O)CSc2nc3c(C)ccc(C)c3cc2C)c(C(=O)O)cc1OC | -10 | -8 | 0.3 | 12 | 0.0 | -0.1 | 19 | 3 | -8
57 | CCOC(=O)c1c(C)[nH]c(C)c1C(=O)CSc1nnc(-c2ccc(OC(F)F)cc2)o1 | 1 | -1 | 0.7 | 10 | 0.1 | -0.9 | 22 | -1 | -6
58 | Cc1onc(-c2c(Cl)cccc2Cl)c1-c1nnc(-c2ccc(Cl)cc2)o1 | -6 | -5 | -0.4 | 5 | -0.1 | 4.2 | 17 | 3 | 7
59 | CCCCn1ccc(=O)c2c(C(F)(F)F)nccc21 | 2 | 3 | 2.1 | 12 | 0.3 | 0.2 | 11 | 2 | 1
